Pf growth 96h – Primary qHTS for delayed death inhibitors of the malarial parasite plastid, 96 hour incubation; actives 6.9% (n = 320,000); P. falciparum luciferase reporter growth, 96 h; AID 504834, 2011; Potency, µM (highest dose often 28.7 µM), without a hit: at the highest dose activity change, negative = inhibition, usual class: inhibitors
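Erythrocytes infected with luciferase-expressing P. falciparum were dispensed at 2% hematocrit and 0.05% parasitemia (final), then incubated with compounds 96 hours at 37 C in 5% CO2. Luminescence after detection reagent addition reported growth.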
HCV inh – qHTS Assay for Inhibitors of Hepatitis C Virus (HCV) | Huh7.5.1 HCVcc-Cre infection, luciferase reporter, 44 h | AID 651820, 2012 | actives 3.4% (n = 340,000) | Potency, µM (titrated, usually from 41.8 µM), for inactives: at the highest dose activity change, negative = inhibition, hits mostly inhibitors
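Cells (1,000/well) were plated 4 h before compound, then infected with HCVcc-Cre virus (~0.5 moi). After 44 h further culture, infection was read as luciferase luminescence following a 15 min substrate incubation at room temperature.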
Pf growth 48h – Primary qHTS for delayed death inhibitors of the malarial parasite plastid, 48 hour incubation; P. falciparum luciferase growth in erythrocytes, 48 h; Potency, µM (doses to about 28.7 µM), for the others: at the top dose activity change, negative = inhibition, most hits filed as inhibitors; actives 5.9% (n = 310,000); AID 504832, 2011
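Luciferase-expressing P. falciparum in infected erythrocytes (2% hematocrit, 0.1% parasitemia final) in RPMI 1640/0.5% Albumax were exposed to compound for 48 hours at 37 C, 5% CO2; growth read as luminescence.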
Tb PYK inh – qHTS of Trypanosoma Brucei Inhibitors; Potency, µM (titrated, usually from 76.8 µM), for inactives: at the highest dose activity, negative = inhibition, usual class: inhibitors; AID 624173, 2012; pyruvate kinase (Trypanosoma brucei), Q57TT1; TbPYK enzyme, Kinase-Glo Plus ATP luminescence, 45 min; actives 0.12% (n = 410,000); note: nearly all actives have a fitted effect of over 50% in size
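Readout: single end-point luminescence (Kinase-Glo Plus, 10 min). Reaction conditions were TbPYK/substrate plus 130 uM ADP, 45 min at RT, pH 7.2 TEA buffer. No-enzyme wells served as controls, and data were normalized before concentration-response fitting.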
LmPK inhibitor – qHTS Assay for Inhibitors of Leishmania Mexicana Pyruvate Kinase (LmPK). purified LmPK, Kinase-Glo ATP luminescence, 1 h. Potency, µM (series often up to 57.5 µM), inactives show at the top dose activity change, negative = inhibition, hits mostly inhibitors. actives 0.37% (n = 290,000)
Target sequence (Q27686 whole entry, looked up): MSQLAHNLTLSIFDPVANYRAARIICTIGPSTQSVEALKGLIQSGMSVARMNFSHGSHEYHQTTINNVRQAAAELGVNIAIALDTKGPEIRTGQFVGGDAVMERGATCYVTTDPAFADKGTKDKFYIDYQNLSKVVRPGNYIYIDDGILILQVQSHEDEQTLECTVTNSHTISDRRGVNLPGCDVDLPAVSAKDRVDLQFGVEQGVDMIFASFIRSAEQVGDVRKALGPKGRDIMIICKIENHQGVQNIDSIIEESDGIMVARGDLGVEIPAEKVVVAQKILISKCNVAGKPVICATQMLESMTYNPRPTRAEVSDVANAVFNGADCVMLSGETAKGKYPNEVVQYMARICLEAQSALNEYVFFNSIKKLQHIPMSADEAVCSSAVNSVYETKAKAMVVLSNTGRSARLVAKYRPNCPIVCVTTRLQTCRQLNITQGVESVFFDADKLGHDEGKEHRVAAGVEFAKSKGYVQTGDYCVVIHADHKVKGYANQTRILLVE
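Screened at intermediate enzyme activity to detect both inhibitors and activators: LmPK at 0.1 nM, with a 0.5 nM enzyme column as activation reference. PEP 0.5 mM, ADP 0.1 mM; ATP detected by luminescence after 1 h.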
Sm TGR inh – qHTS Assay for the Inhibitors of Schistosoma Mansoni Peroxiredoxins | purified TGR, DTNB reduction, TNB absorbance 405 nm | actives 3% (n = 360,000) | Potency, µM (doses to about 114 µM), inactives show at the highest dose activity change, negative = inhibition, hits mostly inhibitors | AID 485364, 2010 | Schistosoma mansoni thioredoxin glutathione reductase (TGR), Q962Y6; note: nearly all actives have a fitted effect of over 60% in size
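First, TGR (20 nM dispensed) and NADPH were mixed with compound. Second, a 15 min room-temperature incubation followed. Third, further NADPH and then DTNB were added to start the reaction. Finally, TNB absorbance was monitored kinetically.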
* marks the source's active call; other numbers are inactive results; i = inactive; ? = inconclusive; . = no result given; & = joins results of further samples; [ ] = dose if it differs, or a comment. Calls come from the whole dose curve; as a rule, active = well fitted curve in the direction sought with a large enough effect; inconclusive = small, poorly fitted or top-dose-only effect, or another doubt; inactive = no such curve, though single readings can be large; an effect the other way counts as inactive or inconclusive. % is set by controls: 0 for no effect and ±100 for the full control effect; potency is the fitted concentration of half-maximal effect.

SMILES	Pf growth 96h	HCV inh	Pf growth 48h	Tb PYK inh	LmPK inhibitor	Sm TGR inh
CSc1c(CC(=O)Nc2ccccc2C(F)(F)F)n(Cc2ccccc2)c2ccccc12	9.3µM*	6%	?	0%	3%	7%
CCN1CCN(CC(=O)Nc2ccc(Cl)c(S(=O)(=O)N(C)C)c2)CC1	-6%	1%	-2%	17%	1%	.
COc1ccc(NC(=O)CCc2nc(-c3ccc(C)cc3)no2)c(OC)c1	-4%	-10%	10%	-13%	1%	-3%
Cc1ccc(NC(=O)CNc2ccccc2CN(C)C2CCCCC2)cc1	?	-21%	?	3%	1%	0%
CN(c1ccc(C(=O)NC2CCCC2)cc1)S(=O)(=O)c1ccccc1	0%	-7%	0%	1%	3%	-1%
COC(=O)Cn1c(O)c(N=NC(=O)c2ccc3c(c2)OCO3)c2ccccc21	?	3%	-4%	1%	3%	9%
S=c1sc(SCCOc2ccccc2)nn1-c1ccccc1	12%	-6%	8%	-3%	1%	-4%
O=C(NC1=NCCS1)NC12CC3CC(CC(C3)C1)C2	1.2µM*	17%	0%	-22%	1%	-9%
COC(=O)CSC1=C(C#N)C(=O)NC2(CCCCC2)S1	12%	-1%	4%	-30%	2%	7%
CCc1ccccc1NC(=O)CSC1=C(C#N)C(c2ccc3c(c2)OCO3)C2=C(CCCC2=O)N1 (stereo not given)	.	-18%&7%	?	-2%	5%	?
CC(C)(CNC(=O)c1cccs1)CNC(=O)c1cccs1	?	-24%	-28%	-1%	1%	0%
COc1ccc(S(=O)(=O)N2CCC(C(=O)NCCc3ccccc3)CC2)cc1	-22%	5%	-11%	-3%	-4%	5%
CC(=O)c1c(C)[nH]c(C(=O)N2CCc3ccccc3C2)c1C	27%	?	8%	-2%	1%	-1%
COc1cccc(-c2cc(C(=O)NCCN3CCOCC3)no2)c1	17%	2%	100%[activator]	-5%	-7%	-33%
Cc1ccc(NS(=O)(=O)N2CCOCC2)c(C)c1	11%	9%	-15%	-9%	2%	3%
COc1ccc(CCNS(=O)(=O)c2ccc(Br)cc2)cc1OC	?	-9%	9%	-4%	1%	1%
CN1CCN(S(=O)(=O)c2ccc3c(c2)CC(=O)N3C)CC1	?	9%	-7%	-11%	-8%	-12%
Nc1nc(CN2CCN(c3ccc(F)cc3)CC2)nc(N2CCCc3ccccc32)n1	?	-9%	-4%	2%	1%	-21%
CC(C)(C)C(=O)COc1ccccc1[N+](=O)[O-]	-45%[1.15 µM]	17%	17%	4%	0%	2%
COC(=O)c1sc(-c2ccccc2)cc1NC(=O)c1ccc(F)cc1	1%	10%	15%	-9%	1%	2%
Cc1cc(/C=C2/C(=O)NC(=O)N(C)C2=O)c(C)n1-c1ccccc1	?	1%	2%	-1%	2%	.
COc1ccccc1OCc1nc(C#N)c(NCc2ccco2)o1	12µM*	-2%	-20%	-2%	0%	40µM*
CNC(=O)COC(=O)c1cc(-c2ccco2)nc2ccccc12	35%[activator]	-2%	-6%	-1%	-10%	2.8µM*
CCCc1nc(SCC(=O)c2ccc(OC)cc2)c2c(=O)n(C)c(=O)n(C)c2n1	-1%	13%	17%	.	-2%	1%
CC1CC(C)CN(C(=S)Nc2ccc3nc4n(c(=O)c3c2)CCCCC4)C1 (stereo not given)	-26%	-9%	-4%	-19%	1%	2%

Profiles from above. Order of values: Pf growth 96h	HCV inh	Pf growth 48h	Tb PYK inh	LmPK inhibitor	Sm TGR inh
Shown for COC(=O)CSC1=C(C#N)C(=O)NC2(CCCCC2)S1 : 12%	-1%	4%	-30%	2%	7%
Shown for Cc1ccc(NC(=O)CNc2ccccc2CN(C)C2CCCCC2)cc1 : ?	-21%	?	3%	1%	0%
Shown for S=c1sc(SCCOc2ccccc2)nn1-c1ccccc1 : 12%	-6%	8%	-3%	1%	-4%
Shown for CCc1ccccc1NC(=O)CSC1=C(C#N)C(c2ccc3c(c2)OCO3)C2=C(CCCC2=O)N1 (stereo not given) : .	-18%&7%	?	-2%	5%	?
Shown for CC(C)(C)C(=O)COc1ccccc1[N+](=O)[O-] : -45%[1.15 µM]	17%	17%	4%	0%	2%

Further results
SMILES	Pf growth 96h	HCV inh	Pf growth 48h	Tb PYK inh	LmPK inhibitor	Sm TGR inh
O=C(CN(C(=O)c1cccc([N+](=O)[O-])c1)C1CCCCC1)Nc1ccc(Cl)c([N+](=O)[O-])c1	?	?	1.9µM*	-2%	2%	3%
CCCC1=NN(C(=O)CCc2ccccc2O)C(O)(C(F)(F)F)C1 (stereo not given)	44%[activator]	-6%	-4%	4%	-1%	-8%
Nc1ccc(N2CCCCC2)cc1N1CCCCC1	38%[activator]	?	3.3µM*	-16%	-18%	?
Cc1ccc(C)c(NC(=O)CSc2nncn2C)c1	?	7%	25%	-15%	6%	14%
O=C(NCc1ccccc1)C1CCCN(S(=O)(=O)c2cccs2)C1 (stereo not given)	.	?	15%	-5%	5%	1%
O=C(CCc1ccccc1)Nc1nc2n(n1)C(c1ccc(Cl)cc1)CC(=O)N2 (stereo not given)	.	26%	3%	2%	-4%	-111%
COCCn1c(=S)[nH]c2ccc(N(C)C)cc2c1=O	?	7%	6%	-23%	-4%	20%
COc1ccc(Cl)cc1CNCCCSc1ncccn1	?	3%	?	-2%	-2%	-2%
Cc1ccc(C(=O)N/C(=C\c2cn(C)c3ccccc23)C(=O)N2CCN(C)CC2)cc1	?	3%	-20%	-4%	4%	-3%
N#Cc1cccnc1Nc1ccc(Cl)cc1	49%[activator]	12%	13%	-5%	-2%	.
O=C(Nc1nc(-c2cc(F)ccc2F)cs1)C1=COCCO1	69%[activator]	?	48%[activator]	-15%	.	2%
C=C(C)Cn1c(COc2ccccc2)nnc1SCC(=O)O	33%[activator]	11%	?	-7%	0%	0%
CCc1sc(C(=O)NCCc2ccc(S(N)(=O)=O)cc2)cc1Br	?	-11%	3%	9%	0%	.
Cc1cc(C)nc(SCc2cc(=O)c(OC(=O)c3ccc(S(=O)(=O)N4CCCC4)cc3)co2)n1	-25%	-15%	6%	-5%	-2%	-1%
COCCCNC(=O)C1CCC(CNS(=O)(=O)c2ccc3c(c2)N(C(C)=O)CCO3)CC1 (stereo not given)	?	6%	6%	4%	-1%	1%
Cc1ccc(NC(=O)c2ccco2)c([N+](=O)[O-])c1	?	-11%	i	-6%	1%	-4%
CCOC(=O)CC1C(=O)NCCN1C(=O)c1cccc(C(F)(F)F)c1 (stereo not given)	49%[activator]	14%	?	-5%	-1%	5%
CCOC(=O)C1CCCN(c2c(NCCc3ccc(Cl)cc3)c(=O)c2=O)C1 (stereo not given)	?	8%	?	-15%	7%	-1%
O=c1c2cnn(-c3ccccc3)c2nc(-c2cccs2)n1-c1ccc(Br)cc1	-16%	0%	7%	-3%	5%	-17%
CSc1nnc(SCC#N)s1	40%[activator]	6%	33%[activator]	-2%	-3%	1%
COc1cccc(CCC(=O)Nc2cc3c(cc2C(=O)O)OCCCO3)c1OC	?	24%	-1%	-23%	.	-3%
CCc1ccc(N2CC(C(=O)N/N=C/c3cccc([N+](=O)[O-])c3)CC2=O)cc1 (stereo not given)	21%	?	24%	-1%	4%	1%
Fc1ccc(-c2onc3ccc(C4OCCO4)cc23)cc1	9%	21%	301%[activator]	3%	-15%	-7%
CCOC(=O)N1CCC(NC(=O)CSCc2nc(-c3ccc(OC)c(OC)c3)oc2C)CC1	0%	-27%	3%	-14%	-2%	?
Cc1nc2cc(OCc3cc(C(=O)NC(C)c4cn(C)nc4C)no3)ccc2s1 (stereo not given)	1%	?	23%	-2%	-1%	-13%
O=C(OCCOc1cccc(Cl)c1)c1cc(S(=O)(=O)N2CCCCC2)ccc1N1CCOCC1	13µM*	?	?	-5%	.	9%
CCOC(=O)c1cnc2c(OC)cccc2c1N1CCN(c2ccc(OC)cc2)CC1	9%	?	12µM*	2%	2%	5%
O=C1CC(NNC(=O)c2ccccc2)C(=O)N1 (stereo not given)	-11%	10%	?	1%	2%	7%
CC(C)(C)NC(=O)Cn1c(=O)oc2cc(S(=O)(=O)N3CCc4ccccc43)ccc21	1.5µM*	-24%	.	-12%	10%	-30%
Cc1n[nH]c(C)c1S(=O)(=O)N(CC(=O)Nc1ccc2c(c1)OCCO2)c1ccc(C(C)C)cc1	?	?	.	1%	8%	1%
CN(CC(=O)Nc1ccc(F)cc1)C(=O)COc1ccccc1Cc1ccccc1	5.2µM*	-21%[8.37 µM]	?	4%	.	-12%
O=C(CCS(=O)(=O)c1ccc(Cl)cc1)Nc1ccccc1Br	224%[activator]	3%	3%	25%	-12%	5%
O=C(O)c1cn(-c2ccccc2)nc1-c1cccnc1	.	10%	.	-5%	-2%	3%
O=C(Nc1ccc(Cl)cc1)C(c1ccccc1)N1CCOCC1 (stereo not given)	22%	11%	16%	-3%	3%	.
C=CCOc1ccc(C2NC(=O)c3ccccc3O2)cc1 (stereo not given)	?	2%	0%	5%	10%	-12%
O=C(CSc1ccc(-c2cccnc2)nn1)c1ccc([N+](=O)[O-])cc1	?	-23%	-10%	-2%	1%	-15%
Cc1c(C(=O)NCc2ccccc2)oc2c1C(=O)CCC2	0%	-4%	7%	-1%	-1%	-21%
Cc1ccc(Cl)cc1NC(=O)C1CC(=O)Nc2ncnn21 (stereo not given)	37%[activator]	14%	3%	1%	1%	-22%
Oc1csc(Cc2nc(-c3ccccc3F)cs2)n1	-15%	-10%	122%[activator]	-10%	-9%	-22%
CCc1ccc(NC(=O)CSc2nnc(CNC(=O)c3cccs3)o2)cc1	?	6%	9%	3%	-5%	-11%
Cc1csc2nc(O)c(C(=O)NCCN3CCOCC3)c(=O)n12	12%	7%	-13%	9%	.	5%
O=C(Nc1ccc(-c2cn3ccsc3n2)cc1)C1CCCC1	14%	-27%	48%[activator]	-9%	?	18%
Cc1nc(-c2ccncc2)sc1C(=O)Nc1ccc(Br)cc1	3%	-7%	?	2%	6%	-12%
COC(=O)C1(C(=O)OC)Sc2ccccc2C1=O	0%[5.75 µM]	-8%	-12%	-4%	2%	-11%
